# USP2a inh: blocks human ubiquitin-specific protease USP2a. USP2 core, Ub-CHOP2 coupled fluorogenic reporter, 485/531. 330,000 tested, 0.01% active. O75604. Potency, µM (titrated, usually from 38.3 µM), without a hit: top-dose activity change, negative = inhibition, usual class: inhibitors;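 further: potency means the concentration at half of the fitted maximal effect; plate controls were DMSO wells for no effect and full inhibition by NEM control for full effect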
# Target sequence (O75604 whole entry, looked up): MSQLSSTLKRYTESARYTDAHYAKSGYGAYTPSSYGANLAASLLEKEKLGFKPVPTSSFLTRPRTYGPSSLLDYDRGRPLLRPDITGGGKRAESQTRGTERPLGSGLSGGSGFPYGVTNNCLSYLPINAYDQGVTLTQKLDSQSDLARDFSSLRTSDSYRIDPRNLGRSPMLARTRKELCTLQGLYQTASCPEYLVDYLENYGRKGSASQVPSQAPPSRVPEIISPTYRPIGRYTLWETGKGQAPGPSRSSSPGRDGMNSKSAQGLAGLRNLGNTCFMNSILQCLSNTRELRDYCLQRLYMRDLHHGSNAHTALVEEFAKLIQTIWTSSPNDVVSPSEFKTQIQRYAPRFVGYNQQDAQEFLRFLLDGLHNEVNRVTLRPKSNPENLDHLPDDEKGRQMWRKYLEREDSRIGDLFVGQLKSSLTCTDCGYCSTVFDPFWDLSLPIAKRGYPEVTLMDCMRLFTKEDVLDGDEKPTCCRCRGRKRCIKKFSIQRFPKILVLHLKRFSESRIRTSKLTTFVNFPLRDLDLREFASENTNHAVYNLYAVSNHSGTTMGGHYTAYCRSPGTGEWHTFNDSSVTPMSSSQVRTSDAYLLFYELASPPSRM
#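 USP2 core (10nM final) preincubated 30min RT with compound in 20mM Tris-HCl pH 8.0, 2mM CaCl2, 2mM beta-mercaptoethanol, 0.05% CHAPS; 25nM Ub-CHOP2 plus 25nM reporter substrate added, fluorescence (Ex485/Em531) read after 60min.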
# A-T KAP1 phos: potential ataxia-telangiectasia treatments restoring KAP-1 phosphorylation; Potency, µM (doses to about 57.5 µM), inactives show at the top dose activation, hits mostly activators; AID 485349; 320,000 tested, 0.19% active; […] A-T fibroblasts, KAP-1 phosphorylation AlphaLISA; neocarzinostatin DNA damage 30 min before lysis; further: potency means the concentration at half of the fitted maximal effect; % of control where 0% means no effect; nearly all actives have a fitted effect of over 45% in size
#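 hTERT-immortalized A-T patient fibroblasts ([…]), 500 cells/well in OPTI-MEM, 1% FBS, got compounds for 60 min, then NCS for 30 min at 37C. Lysates were then assayed for phospho-KAP-1 by AlphaLISA (anti-pKAP1 donor, anti-KAP1 acceptor beads), 6 hr at 25C.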
# TRPV1 ag: activates the human vanilloid receptor TRPV1; Q8NER1; TRPV1-expressing cells, Fluo-8 calcium influx, agonist mode; activation, % at 8.33 µM; 320,000 tested, 0.19% active; in the data active means activation above about 80%; inconclusive means between about 30% and that limit; further: 0% is about no effect
#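 TRPV1-expressing cells were cultured overnight at 35.5C and loaded with Fluo-8 calcium dye for 40 to 90 min at room temperature. After a 10 s baseline, compound was added and calcium influx was read kinetically for 3 min (ex 480/em 520 nm).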
# Eya2 phos inh: inhibitors of human Eya2 phosphatase activity. 330,000 tested, 0.006% active. Potency, µM (highest dose often 76.9 µM), without a hit: at the highest dose activity, negative = inhibition, hits mostly inhibitors. recombinant Eya2, OMFP fluorescence dephosphorylation (OMFP is methylfluorescein phosphate). O00167; further: potency means the concentration at half of the fitted maximal effect; on the % scale 0 is the no-effect control and ±100 the full control effect
# Target sequence (O00167 whole entry, looked up): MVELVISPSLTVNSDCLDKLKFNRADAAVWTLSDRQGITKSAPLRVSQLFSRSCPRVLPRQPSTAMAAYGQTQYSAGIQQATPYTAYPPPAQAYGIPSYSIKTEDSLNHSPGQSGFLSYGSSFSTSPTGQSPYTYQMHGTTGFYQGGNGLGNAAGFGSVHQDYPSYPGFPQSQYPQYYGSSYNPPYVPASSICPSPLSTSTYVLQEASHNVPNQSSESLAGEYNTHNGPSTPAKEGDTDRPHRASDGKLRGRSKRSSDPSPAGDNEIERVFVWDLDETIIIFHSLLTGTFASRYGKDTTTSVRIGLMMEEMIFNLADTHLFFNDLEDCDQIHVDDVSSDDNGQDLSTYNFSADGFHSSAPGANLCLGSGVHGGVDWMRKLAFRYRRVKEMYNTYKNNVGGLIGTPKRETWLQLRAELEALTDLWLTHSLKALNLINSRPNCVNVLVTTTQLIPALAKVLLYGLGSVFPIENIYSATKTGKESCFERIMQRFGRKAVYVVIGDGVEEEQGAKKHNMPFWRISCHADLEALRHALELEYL
#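 Eya2 protein (added as 0.2 uM solution) was preincubated with compound for 10 min at ambient temperature in 50 mM HEPES pH 7.5, 50 mM NaCl, 5 uM MgCl2, 0.05% BSA, 1 mM DTT. OMFP (added at 50 uM) then reacted 10 min; fluorescence read at 485/525 nm.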
# hERG WT inh: blocks the wildtype human KCNH2 potassium channel; Q12809; U2OS, BacMam KCNH2, thallium flux FluxOr; active compounds read low; activity change, % at 1.84 µM; 340,000 tested, 0.37% active;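 active means maximum activity change below -70%; inconclusive means maximum activity change between -70% and -50%; inactive means maximum activity change above -50%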; further: on the % scale 0 is the no-effect control and ±100 the full control effect
#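 U2OS cells transduced with wild-type KCNH2 virus are loaded with FluxOr dye for 45 min, and thallium flux is measured in kinetic reads before and after stimulation buffer. Rate constants are normalized to DMSO controls.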
# KCNH2 3.1 block: inhibitors of human KCNH2 3.1 potassium channel isoform; 340,000 tested, 0.95% active; U2OS KCNH2 3.1, thallium flux FluxOr; active compounds read low; activity change, % (tested at about 1.8 µM);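 active means maximum activity change below -70%; inconclusive means maximum activity change from -70% to -50%; inactive means maximum activity change above -50%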;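 further: thallium influx rate constant from kinetic fluorescence after stimulation buffer; on the % scale 0 is the no-effect control and ±100 the full control effect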
#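 Measured as rate of thallium-driven FluxOr signal in transduced U2OS cells carrying the 3.1 channel, read kinetically for 2 min upon stimulation; values are rate constants scaled to DMSO control wells.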
# ELG1 DNA repair: inhibitors of ELG1-dependent DNA repair in HEK293T cells | HEK293T ELG1-luciferase reporter, luminescence, 16 h; DNA damage induced by 5-fluorouridine | Potency, µM (highest dose often 46.1 µM), without a hit: at the highest dose activity change, negative = inhibition, most hits filed as inhibitors | 330,000 tested, 2.3% active; further: potency means the concentration at half of the fitted maximal effect; on the % scale 0 is the no-effect control and ±100 the full control effect; nearly all actives have a fitted effect of over 55% in size
#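 Overnight (16 hr) co-exposure of 2,000 cells/well to 5-fluorouridine and compound at 37 °C preceded detection. Luciferase was quantified via ONE-Glo luminescence; loss of signal denotes inhibition.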
# Mito fusion yeast: inhibitors of mitochondrial division or activators of mitochondrial fusion | 320,000 tested, 0.23% active | Potency, µM (doses to about 46.1 µM), without a hit: top-dose growth rescue (activation), hits mostly activators | S. cerevisiae fusion-defective mutant growth rescue, CellTiterGlo 48 h | AID 485298;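 further: potency means the concentration at half of the fitted maximal effect; % of control where 0% means no effect; nearly all actives have a fitted effect of over 45% in size; temperature-sensitive fusion mutants such as fzo1-1 at 37 °C on non-fermentable ethanol glycerol medium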
#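 Yeast fusion mutant, YPEG (non-fermentable carbon), compound, 48 h at 37C non-permissive; CellTiterGlo added, 10 min RT, luminescence read. Rescued growth = division inhibition.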
# TCR activator: T cell receptor activation; Potency, µM (series often up to 9.22 µM), for the others: top-dose activation of IL-2 secretion, most hits filed as activators; 330,000 tested, under 10 active; primary human leukocytes, anti-CD3, IL-2 HTRF, 48 h; AID 504894; further: % of control where 0% means no effect
#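 IL-2 release read by HTRF sandwich (Eu cryptate donor, d2 acceptor, 665 nm emission) after 48 hr exposure of primary human leukocytes to compound together with anti-CD3 beads in the absence of co-stimulatory signals.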
# TSHR antag: blocks TSH signaling through the human TSH receptor; activity change, negative = inhibition, % at 11.5 µM; AID 504810; 330,000 tested, 0.2% active; TSHR-expressing cells, TSH-stimulated cAMP HTRF, 2 h; active compounds read low; P16473;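 active means activity change below a set negative limit, meaning inhibition stronger than a set level, cut at about -70% in these data; inconclusive means activity change between two set negative limits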; further: on the % scale 0 is the no-effect control and ±100 the full control effect
#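 Freshly harvested TSHR cells receive pin-tooled compound, then EC80 TSH at 4nM final. After 2 hours at 37 deg C, antibody in lysis buffer and cAMP-d2 are added; 30 minutes at ambient temperature precede the HTRF read.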
# An asterisk follows results filed as active; ? = inconclusive; / = not tested or not shown; [ ] = remark or other dose. Unless noted, the call rests on the fitted dose curve; in most records, active means well fitted curve in the direction sought with a large enough effect; inconclusive means small, poorly fitted or top-dose-only effect, or another doubt; inactive means no such curve, though single readings can be large; an effect the other way counts as inactive or inconclusive. Some of the compounds tested; rates above refer to the full screens.
(1) COc1cc(-c2ccc(Nc3ccccc3C(=O)O)c(OC)c2)ccc1Nc1ccccc1C(=O)O
(2) Cc1ccc(NC(=O)COC(=O)c2ccc(Cl)cc2)cc1S(=O)(=O)N(C)C
(3) CCC(C(=O)Nc1ccsc1C(=O)OC)c1ccccc1 (centres undefined)
(4) Cc1ccc(NS(=O)(=O)c2ccc(F)cc2)nc1
(5) Cc1ccc(S(=O)(=O)NN2C(=O)/C(=C\c3ccc(Cl)cc3)SC2=S)cc1
(6) O=C(O)c1cc(S(=O)(=O)N2CCOCC2)c[nH]1
entry no.	1	2	3	4	5	6
USP2a inh	-2.2%	-6.3%	0.2%	1.2%	-0.1%	-5.3%
A-T KAP1 phos	-4.6%	-0.2%	18.0%	2.8%	-1.0%	9.6%
TRPV1 ag	-0.7	1.3	22.2	-1.5	0.9	-2.3
Eya2 phos inh	1.2%	0.3%	-2.1%	-1.4%	-2.1%	4.9%
hERG WT inh	-9.3	/	1.9	-11.4	32.9	10.2
KCNH2 3.1 block	-3.1	-4.7	10.3	32.5	7.6	-22.8
ELG1 DNA repair	?	?	22.3%	-1.5%	7.0%	23.3%
Mito fusion yeast	-5.3%	-8.0%	-2.1%	-0.4%	25.3%	-10.1%
TCR activator	11.4%	-2.1%	1.9%	-4.4%	0.7%	0.4%
TSHR antag	-37.4	14.7	4.8	6.2	-17.5	11.2

# Brought forward from above: 2 entries, followed by the next part.
(5) Cc1ccc(S(=O)(=O)NN2C(=O)/C(=C\c3ccc(Cl)cc3)SC2=S)cc1
(6) O=C(O)c1cc(S(=O)(=O)N2CCOCC2)c[nH]1
(7) O=C(O/N=C1\CCCc2ccccc21)c1cccs1
(8) CN1C(=O)N(C)C2(c3ccccc3)Nn3c(s/c(=C/c4ccccc4F)c3=O)=NC12c1ccccc1 (centres undefined)
(9) COC(=O)CC(c1ccc(C#N)cc1)n1c(C)ccc1C (centres undefined)
(10) COc1ccccc1N1CCN(/N=C/c2ccc(Cl)c([N+](=O)[O-])c2)CC1
(11) O=C(CNc1cccc2ccccc12)N/N=C/C(Br)=C/c1ccccc1
(12) COCCN1C(=O)/C(=C/c2ccc(Oc3ccc([N+](=O)[O-])cn3)c(OC)c2)SC1=Nc1ccccc1
entry no.	5	6	7	8	9	10	11	12
USP2a inh	-0.1%	-5.3%	2.2%	0.2%	0.7%	0.2%	2.8%	4.4%
A-T KAP1 phos	-1.0%	9.6%	-0.7%	-3.9%	-1.4%	-4.4%	3.2%	0.1%
TRPV1 ag	0.9	-2.3	13.1	3.3	-0.6	-3.1	0.9	0.5
Eya2 phos inh	-2.1%	4.9%	14.1%	-5.2%	1.3%	-3.3%	-7.3%	4.2%
hERG WT inh	32.9	10.2	4.4	/	0.2	0.7	-5.5	4.2
KCNH2 3.1 block	7.6	-22.8	-1.5	/	11.0	7.9	2.3	2.9
ELG1 DNA repair	7.0%	23.3%	0.0%	0.8%	-9.5%	?	-21.1%	2.59µM*
Mito fusion yeast	25.3%	-10.1%	7.6%	1.6%	1.5%	0.4%	1.1%	8.4%
TCR activator	0.7%	0.4%	-14.0%	/	2.5%	6.5%	1.0%	0.1%[46.1 µM]
TSHR antag	-17.5	11.2	4.7	4.2	-10.0	3.9	0.1	6.9

(13) O=C(NNC(=O)c1ccc2[nH]c(=O)c(=O)[nH]c2c1)c1cccc(Br)c1
(14) CC(C)(C)OC(=O)[C@H](Cc1ccccc1)NC(=O)c1nc[nH]c1C(=O)NCC(=O)OCc1ccccc1
(15) COc1ccc(OC)c(NC(=O)c2cnn(-c3ccccc3)c2C)c1
(16) CCOC(=O)c1[nH]c(C)c(C(=O)N2CCc3ccccc32)c1C
(17) OCCNc1c2ccccc2nc2c(F)c(F)c(F)c(F)c12
(18) CCOC(=O)CNC1CC(=O)N(c2ccc(Br)cc2)C1=O (centres undefined)
entry no.	13	14	15	16	17	18
USP2a inh	3.5%	2.4%	-1.0%	2.6%	3.7%	2.8%
A-T KAP1 phos	-5.6%	0.1%	1.1%	6.8%	-1.7%	1.8%
TRPV1 ag	-4.9	?	-2.0	15.7	-3.6	-2.9
Eya2 phos inh	-7.5%	-3.9%	0.2%	-14.5%	6.2%	0.9%
hERG WT inh	6.5	-2.9	1.5	3.7	-3.0	-18.7
KCNH2 3.1 block	-19.3	-18.7	-15.9	12.0	1.2	5.3
ELG1 DNA repair	24.1%	29.0%	3.7%	-2.1%	?	8.1%
Mito fusion yeast	-2.8%	-0.1%	0.8%	-1.3%	15.4%	-4.4%
TCR activator	-4.1%	-4.3%	-1.6%	2.0%	-4.5%[46.1 µM]	0.5%
TSHR antag	7.9	-11.5	-11.9	17.0	-0.9	5.1

(19) CC(=O)Oc1ccccc1C1C[C@]2(C)CC(=O)NC2N1C(C)=O (some centres undefined)
(20) CCOc1ccccc1N(CC(=O)N1CCC(C(N)=O)CC1)S(=O)(=O)c1ccc(SC)cc1
(21) CN(C)c1ccc(C2Nc3ccccc3C(=O)N2NS(C)(=O)=O)cc1 (centres undefined)
(22) O=C(OCC(=O)c1ccc[nH]1)c1ccc(Br)cc1
(23) Cc1ccc(C(=O)NC2(O)C(=O)c3ccccc3C2=O)cc1C
(24) O=C(c1cccc(S(=O)(=O)N2CCCC2)c1)N1CCOCC1
entry no.	19	20	21	22	23	24
USP2a inh	-10.5%	-4.4%	2.3%	0.0%	0.0%	0.4%
A-T KAP1 phos	8.8%	18.0%	2.9%	1.1%	23.6%	1.1%
TRPV1 ag	0.9	-1.0	2.5	4.5	0.4	-1.2
Eya2 phos inh	7.3%	-6.8%	-29.5%	1.5%	-13.4%	-28.0%
hERG WT inh	2.3	-1.7	6.4	5.5	6.7	-2.3
KCNH2 3.1 block	-106.9*	/	1.5	1.3	3.7	-5.7
ELG1 DNA repair	-8.5%	18.2%	?	23.0%	-18.6%	14.3%
Mito fusion yeast	1.8%	0.7%	-2.4%	4.3%	-0.2%	2.3%
TCR activator	2.6%	0.3%	1.3%	-3.7%	-2.7%	3.7%
TSHR antag	10.2	23.4	3.7	-4.3	1.3	-17.9

(25) O=C(COc1ccc2c(-c3ccccc3)cc(=O)oc2c1)N[C@H](Cc1c[nH]c2ccccc12)C(=O)O
(26) CC(C)N1CC(C(=O)O)CC1=O (centres undefined)
(27) O=C(Nc1ccc(OCC(=O)N2CCOCC2)cc1)c1ccccc1Cl
(28) O=C(Cn1cnc([N+](=O)[O-])n1)N/N=C/c1cccc2ccccc12
(29) CCC(CC)C1C(C#N)=C(N)Oc2n[nH]c(-c3ccccc3)c21 (centres undefined)
(30) CCOC(=O)CN(c1ccccn1)S(=O)(=O)c1ccc(OC)cc1
entry no.	25	26	27	28	29	30
USP2a inh	4.5%	-0.3%	-1.2%	3.4%	-1.8%	-0.7%
A-T KAP1 phos	-5.2%	-7.7%	5.2%	-1.1%	-3.5%	-0.7%
TRPV1 ag	0.3	1.3	-4.2	-2.1	7.3	-1.6
Eya2 phos inh	7.2%	4.8%	2.6%	0.1%	-1.1%	2.8%
hERG WT inh	19.8	5.8	-2.4	12.0	-0.8	-1.8
KCNH2 3.1 block	8.4	0.3	5.6	?	14.4	29.8
ELG1 DNA repair	14.6%	16.9%	?	-8.0%	?	9.1%
Mito fusion yeast	1.3%	-0.3%	1.2%	4.6%	6.1%	1.3%
TCR activator	6.3%	2.5%	0.5%	-2.3%[46.1 µM]	10.6%	3.2%
TSHR antag	-2.6	1.2	-13.8	-6.3	-22.5	-5.5

(31) N=C1/C(=C\c2ccc(SCc3ccccc3)o2)C(=O)N=C2SC=NN12
(32) Cc1ccnc(NC(NC(=O)C(C)C)(C(F)(F)F)C(F)(F)F)c1
(33) COc1ccc2c(c1)[C@H]1[C@H](CO2)[C@H](c2ccccc2)[C@]2(C)C(=O)Nc3ccc(C)cc3C(=O)N12
(34) CCS(=O)(=O)N1CCC(NC(=O)c2ccco2)CC1
(35) COc1cccc(CNC(=O)C2CCCN(S(=O)(=O)c3ccc4c(c3)C(C)(C)C(=O)N4C)C2)c1 (centres undefined)
(36) CCc1ccc(NC(=O)COC(=O)CN2C(=O)COc3ccccc32)cc1
entry no.	31	32	33	34	35	36
USP2a inh	5.0%	0.0%	-7.5%	1.3%	0.0%	1.4%
A-T KAP1 phos	-1.3%	0.8%	-0.6%	6.8%	7.4%	-1.2%
TRPV1 ag	1.3	-1.1	/	8.4	-0.9	0.4
Eya2 phos inh	2.4%	-3.1%	-11.3%	2.5%	-7.5%	-39.6%
hERG WT inh	/	-2.4	-12.7	-13.5	20.3	-6.4
KCNH2 3.1 block	9.9	8.7	?	6.5	18.3	7.1
ELG1 DNA repair	-2.7%	4.3%	-25.3%	5.5%	?	13.0%
Mito fusion yeast	12.2%	8.0%	/	-2.6%	-0.3%	0.7%
TCR activator	2.6%	6.1%[46.1 µM]	-1.9%	0.5%	0.0%	5.7%
TSHR antag	-15.6	1.7	-13.4	16.7	-6.1	4.9
